# High-throughput results from PubChem.
# ATXN2 expr inh: Primary qHTS for Inhibitors of ATXN expression; HEK-293 ATXN2-luciferase reporter, luminescence, 24 h; Potency, µM (doses to about 57 µM), inactives show top-dose activity change, negative = inhibition, hits mostly inhibitors; 360,000 tested, 0.72% active; AID 1745845, 2022; also: potency is read from the fitted curve at half-maximal effect; % is scaled to controls: 0 for no effect and ±100 for the full control effect; nearly all actives have a fitted effect of over 55% in size
#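 ATXN2-luciferase reporter cells (luciferase flanked by upstream and downstream ATXN2 gene portions) were treated 24 h at 37 °C with compounds at up to 57 uM. SteadyGlo luminescence gave expression; GF-AFC fluorescence gave viability.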
# Nrf2 ARE act: qHTS of Nrf2 Activators; AREc32 ARE-luciferase reporter (MCF7-derived line), luminescence, 24 h; Potency, µM (series often up to 46.1 µM), without a hit: at the highest dose activation, hits mostly activators; 410,000 tested, 0.31% active; also: potency is read from the fitted curve at half-maximal effect; % of control where 0% means no effect; nearly all actives have a fitted effect of over 65% in size
#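 Each well held 1000 AREc32 cells, which were incubated with compound for 24 hr at 37 deg C after overnight attachment, and ARE reporter activity was quantified by firefly luciferase luminescence.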
# Nrf2 inh: Nrf2 qHTS screen for inhibitors; A549 ARE-Fluc reporter, luciferase luminescence, 18-24 h; Potency, µM (highest dose often 46 µM), for the others: at the highest dose activity change, negative = inhibition, most hits filed as inhibitors; 360,000 tested, 2.1% active; AID 504444, 2011; also: potency is read from the fitted curve at half-maximal effect; % is scaled to controls: 0 for no effect and ±100 for the full control effect; nearly all actives have a fitted effect of over 60% in size
#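 Concentration-response testing used A549 ARE_Fluc cells at 5000 cells/well. Following an 18-24 h compound incubation, viability was read by fluorescence (Ex 405/Em 525) and luciferase output by luminescence.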
# A549 tox: Nrf2 qHTS screen for inhibitors: counterscreen for cytotoxicity. AID 504648, 2011. 390,000 tested, 0.16% active. Potency, µM (series often up to 46 µM), without a hit: top-dose activity change, negative = cytotoxicity, usual class: inhibitors. A549 ARE-Fluc cells, CellTiter-Fluor viability, 18-24 h; also: potency is read from the fitted curve at half-maximal effect; % is scaled to controls: 0 for no effect and ±100 for the full control effect
#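 A549 ARE-Fluc cells in 5% FBS OPTI-MEM, 5000 cells/well, rested 2 h then exposed to compounds in concentration-response for 18-24 h at 37 °C. Viability by CellTiter-Fluor fluorescence (Ex 405/Em 525) after 30 min; luciferase luminescence (BugLite, 15 min, RT) read afterwards.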
# HepG2 viability: qHTS for Inhibitors of TGF-b: Cytotox Counterscreen. HepG2 CAGA-GFP viability, ATP luminescence, 18 h. Potency, µM (titrated, usually from 46.1 µM), inactives show at the highest dose activity change, negative = cytotoxicity, most hits filed as cytotoxic. 410,000 tested, 0.76% active; also: potency is read from the fitted curve at half-maximal effect; some results filed as inactive show a strong effect at the top dose
#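 CellTiter-Glo luminescence gave cytotoxicity after 18 hours at 37 degrees C. The cells were HepG2 CAGA-GFP in 1% FBS DMEM, stimulated with 500 pg/mL TGF-beta after compound addition. %Activity was normalised to no-cell wells (complete cell-killing) and DMSO (no toxicity), and curves were fitted and classified.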
# EPAC2 agonist: qHTS for Agonist of cAMP-regulated guanine nucleotide exchange factor 4 (EPAC2): primary screen | Rap guanine nucleotide exchange factor 4 (Homo sapiens), Q8WZA2 | EPAC2 activation, biochemical qHTS; response scale: 100% = 6.5 mM cAMP response | Potency, µM (titrated, usually from 154 µM), for the others: at the highest dose activation, usual class: activators | 360,000 tested, 0.079% active | AID 720711, 2013; also: potency is read from the fitted curve at half-maximal effect; nearly all actives have a fitted effect of over 50% in size
# Target sequence (Q8WZA2 whole entry, looked up): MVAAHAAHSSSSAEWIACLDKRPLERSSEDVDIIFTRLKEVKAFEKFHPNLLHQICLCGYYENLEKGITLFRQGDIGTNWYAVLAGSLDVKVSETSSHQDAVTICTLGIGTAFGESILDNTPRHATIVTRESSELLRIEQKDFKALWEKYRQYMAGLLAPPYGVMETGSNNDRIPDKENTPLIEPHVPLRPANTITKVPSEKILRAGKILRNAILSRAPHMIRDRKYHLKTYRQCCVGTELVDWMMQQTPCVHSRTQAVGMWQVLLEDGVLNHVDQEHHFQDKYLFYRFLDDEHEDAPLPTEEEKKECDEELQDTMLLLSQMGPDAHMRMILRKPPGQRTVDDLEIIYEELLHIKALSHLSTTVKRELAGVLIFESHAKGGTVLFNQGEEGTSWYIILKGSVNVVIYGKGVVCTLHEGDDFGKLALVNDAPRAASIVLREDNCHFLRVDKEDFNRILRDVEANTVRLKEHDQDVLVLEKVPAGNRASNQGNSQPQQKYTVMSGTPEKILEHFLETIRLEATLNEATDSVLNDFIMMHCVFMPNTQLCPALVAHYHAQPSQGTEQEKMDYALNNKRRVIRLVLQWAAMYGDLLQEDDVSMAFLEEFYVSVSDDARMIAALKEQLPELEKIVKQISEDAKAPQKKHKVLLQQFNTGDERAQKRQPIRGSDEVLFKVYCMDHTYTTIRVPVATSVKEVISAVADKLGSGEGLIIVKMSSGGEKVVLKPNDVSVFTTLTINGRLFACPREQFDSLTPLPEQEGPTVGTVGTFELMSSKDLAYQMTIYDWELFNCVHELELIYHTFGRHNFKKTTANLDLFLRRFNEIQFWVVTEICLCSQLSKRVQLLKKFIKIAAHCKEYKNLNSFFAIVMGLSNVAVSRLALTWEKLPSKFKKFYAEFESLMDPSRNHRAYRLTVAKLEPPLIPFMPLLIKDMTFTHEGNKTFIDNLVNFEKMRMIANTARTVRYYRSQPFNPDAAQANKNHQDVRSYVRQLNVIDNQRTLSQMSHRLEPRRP
#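 qHTS, titration series. 100 nM EPAC2 / 250 nM Rap1B-BODIPY-GDP / 50 uM GDP; RT; ex 480/em 540 nm, 5-min reads to 30 min. Norm. to 6.5 mM cAMP = activation.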
# TGFb SMAD3 inh: qHTS for Inhibitors of TGF-b. HepG2 CAGA-GFP TGF-b/SMAD3 reporter, GFP fluorescence, 18 h; TGF-beta stimulated, 500 pg/mL final. Potency, µM (series often up to 46.1 µM), inactives show at the top dose activity, negative = inhibition, actives largely listed as inhibitors. 410,000 tested, 1.2% active. AID 588855, 2011; also: potency is read from the fitted curve at half-maximal effect; % is scaled to controls: 0 for no effect and ±100 for the full control effect; nearly all actives have a fitted effect of over 65% in size
#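 HEPG2 CAGA-GFP reporter cells (1000/well, DMEM with 1% FBS) received compounds, then recombinant TGF-beta at 500 pg/mL final for 18 hours at 37 degrees C. Per-cell GFP summed per well was normalised to unstimulated and stimulated DMSO controls before curve fitting.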
# IL-2 act: qHTS of IL-2 Activators; 360,000 tested, 0.065% active; IL-2 activation reporter assay, cell-based qHTS; stimulated with anti-CD3/CD4/CD28 beads; in transgenic mouse T cells; AID 652025, 2013; activation, % (series mostly up to about 46 µM); in the data active = activation above about 50%; inconclusive = mostly about 30% to 49%; also: 0% is about no effect
#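 Unstimulated transgenic mouse T cells preincubated 60 min with compound, then stimulated with anti-CD3/anti-CD4-coated beads plus anti-CD28 for 18 h at 37 degrees C. IL-2 response read as EGFP and DsRed fluorescence by plate cytometry.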
# ATXN viability: Viability Counterscreen for Primary qHTS for Inhibitors of ATXN expression | S2 cells (HEK-293 line with an ATXN2-luciferase reporter) viability, CellTiter-Fluor protease fluorescence, 24 h | Potency, µM (highest dose often 56.7 µM), usual class: cytotoxic | 400,000 tested, 0.49% active | AID 651635, 2014; also: potency is read from the fitted curve at half-maximal effect; nearly all actives have a fitted effect of over 40% in size
# * marks the source's active call; other numbers are inactive results; i = inactive; ? = inconclusive; / = not tested or not shown; & = joins results of further samples; [ ] = dose if it differs, or a comment. Unless noted, calls follow the shape of the dose curve; as a rule, active = well fitted curve in the direction sought with a large enough effect; inconclusive = small, poorly fitted or top-dose-only effect, or another doubt; inactive = no such curve, though single readings can be large; an effect the other way counts as inactive or inconclusive.
# Sequence of screens: ATXN2 expr inh | Nrf2 ARE act | Nrf2 inh | A549 tox | HepG2 viability | EPAC2 agonist | TGFb SMAD3 inh | IL-2 act | ATXN viability
CCN1CCN(c2ccc(S(=O)(=O)N3CCCCC3)cc2NC(=O)c2cccc(C(F)(F)F)c2)CC1
→ -6% | 6.1% | -2% | -10% | 7% | 2% | -1% | -1.3 | i
CCC1(c2ccccc2)NC(=O)N(CC(=O)Nc2cc(S(=O)(=O)N3CCCCC3)ccc2OC(C)C)C1=O (stereo not given)
→ -16% | 0.2% | ? | -10% | 12% | 9% | -1% | -3.2 | i
CCn1cc(CNC(=O)c2ccc3nc(Cc4ccccc4F)oc3c2)cn1
→ -1% | -0.2% | -13% | -7% | -11% | 7% | ? | -5.2 | i
COc1cc2[nH]cc(C(=O)NCc3ccccc3)c(=O)c2cc1OC
→ / | 4.3% | -11% | 4% | -17% | -7% | -12% | 0.0 | i
Cc1nc(N2C(=O)c3oc4ccccc4c(=O)c3C2c2cccc(OCCC(C)C)c2)sc1C (stereo not given)
→ 8% | -0.9% | 11% | -1% | 4% | / | -4% | / | i
c1ccc(Cc2noc(CN3CCN(CCOc4ccccc4)CC3)n2)cc1
→ -20% | -0.3% | 2% | 3% | -15% | 5% | -1% | 0.3 | i
O=C(O)c1cc(-c2ccco2)nc2ccc(Br)cc12
→ -15%&-11% | ? | 20%&1% | -4%&3% | 2%&-34% | -6%&8% | -11%&13% | -2.7&-3.1 | i
COc1ccc(/C(N)=N/OC(=O)c2ccc([N+](=O)[O-])c(C)c2)cc1OC
→ / | -0.1% | ? | -4% | 16% | 4% | 18% | -0.4 | i
O=C(N/N=C/c1cc2c3c(c1O)CCCN3CCC2)c1ccccc1O
→ ? | -0.1% | ? | -22% | -60% | 18% | ? | 3.2 | /
O=C(COC(=O)c1c(F)cccc1F)NCCNC(=O)COC(=O)c1c(F)cccc1F
→ -21% | -0.5% | 6% | 2% | -30% | 9% | ? | 2.0 | i
Fc1ccc(CN2CCN(c3ncnc4scc(-c5ccccc5)c34)CC2)cc1
→ ? | -0.3% | 23µM* | -3% | -39% | 16% | ? | -2.7 | i
CCCNC(=S)N(Cc1cc2cc(C)ccc2n2nnnc12)CC(C)(C)CN(C)C
→ -10% | 0.2% | -8% | -7% | 7% | -2% | 0% | 0.1 | i
N#CCCN(Cc1ccccc1)C(C(=O)NC1CCCCC1)C1CC1 (stereo not given)
→ 4% | -0.7% | / | / | -3% | 2% | -19% | -0.2 | i
CC(C)NC(=O)c1ccc(-n2c(-c3ccccc3)cc3c2CCCCC3)cc1
→ / | 13µM* | ? | -18% | -10% | / | 0% | / | /
COc1ccc(OC)c(C(=O)c2oc3ccccc3c2NC(C)=O)c1
→ / | 0.0% | -7% | -22% | -8% | 7% | 0% | -0.7 | /

# Some of these compounds in order of molecular weight, ascending:
# Sequence of screens: ATXN2 expr inh | Nrf2 ARE act | Nrf2 inh | A549 tox | HepG2 viability | EPAC2 agonist | TGFb SMAD3 inh | IL-2 act | ATXN viability
O=C(O)c1cc(-c2ccco2)nc2ccc(Br)cc12
→ -15%&-11% | ? | 20%&1% | -4%&3% | 2%&-34% | -6%&8% | -11%&13% | -2.7&-3.1 | i
COc1cc2[nH]cc(C(=O)NCc3ccccc3)c(=O)c2cc1OC
→ / | 4.3% | -11% | 4% | -17% | -7% | -12% | 0.0 | i
N#CCCN(Cc1ccccc1)C(C(=O)NC1CCCCC1)C1CC1 (stereo not given)
→ 4% | -0.7% | / | / | -3% | 2% | -19% | -0.2 | i
CC(C)NC(=O)c1ccc(-n2c(-c3ccccc3)cc3c2CCCCC3)cc1
→ / | 13µM* | ? | -18% | -10% | / | 0% | / | /
c1ccc(Cc2noc(CN3CCN(CCOc4ccccc4)CC3)n2)cc1
→ -20% | -0.3% | 2% | 3% | -15% | 5% | -1% | 0.3 | i
CCCNC(=S)N(Cc1cc2cc(C)ccc2n2nnnc12)CC(C)(C)CN(C)C
→ -10% | 0.2% | -8% | -7% | 7% | -2% | 0% | 0.1 | i
Cc1nc(N2C(=O)c3oc4ccccc4c(=O)c3C2c2cccc(OCCC(C)C)c2)sc1C (stereo not given)
→ 8% | -0.9% | 11% | -1% | 4% | / | -4% | / | i
CCC1(c2ccccc2)NC(=O)N(CC(=O)Nc2cc(S(=O)(=O)N3CCCCC3)ccc2OC(C)C)C1=O (stereo not given)
→ -16% | 0.2% | ? | -10% | 12% | 9% | -1% | -3.2 | i

# New compounds follow
# Sequence of screens: ATXN2 expr inh | Nrf2 ARE act | Nrf2 inh | A549 tox | HepG2 viability | EPAC2 agonist | TGFb SMAD3 inh | IL-2 act | ATXN viability
O=C(O)c1ccc(Cl)c(NCc2cccnc2)c1
→ 5% | -0.9% | -22% | 0% | -2% | 3% | 7% | -1.4 | i
CCN(CC)C(=O)[C@H]1C[C@H](CC(=O)NC(C)(C)C)C(=O)N2CCc3c([nH]c4cc(-c5ccco5)ccc34)[C@]12C
→ -33% | 9.2% | -14% | -5% | -3% | 3% | ? | -0.4 | ?
COc1ccc(C(=O)Nc2cc(C(F)(F)F)ccc2N2CCN(c3ccccc3)CC2)cc1OC
→ 5% | -1.1% | 3% | 1% | -33% | / | 28% | / | i
Cc1cc(NS(=O)(=O)c2ccc(NC(=O)CCCOc3ccccc3C)cc2)nc(C)n1
→ -9% | -0.6% | -1% | -5% | -24% | 10% | -2% | -1.7 | i
Cc1onc(-c2ccccc2)c1C(=O)NCCSCc1ccco1
→ -1% | 1.8% | -1% | 5% | 0% | 10% | 23% | 0.3 | i
O=C(Nc1nc2cc(Cl)ccc2s1)C1CCCN(S(=O)(=O)c2cccc3cccnc23)C1 (stereo not given)
→ 18µM* | -3.4% | ? | -16% | 17% | 6% | ? | -4.4 | ?
CC(C)C(=O)Nc1ccc(C(=O)c2ccccc2)cc1
→ 46%[activator] | 0.6% | -8% | -10% | -5% | -3% | 3% | -0.5 | i
Cc1c(NC(=O)c2cc3nc(-c4ccc(Br)cc4)cc(C(F)(F)F)n3n2)c(=O)n(-c2ccccc2)n1C
→ -37% | 0.5% | ? | -14% | -13% | -6% | 4% | -0.3 | i
CCN(CC)c1ccc(/C=N/Nc2nc(C)cc(=O)[nH]2)c(O)c1
→ ? | -0.7% | -34% | ? | -31% | -9% | ? | 1.9 | ?
CC(C)C(N)c1csc(NC(=O)Nc2cccc(Cl)c2)n1 (stereo not given)
→ ? | 0.7%[9.22 µM] | / | / | -71% | 17% | ? | -0.7 | ?
Nc1c(Cl)cc(-c2csc(NCCc3nc4cc(Cl)c(Cl)cc4n3CCCO)n2)cc1Cl
→ -20% | 4.7% | -9% | 2% | -1% | 4% | -13% | 0.2 | ?
CC1(C(=O)NS(=O)(=O)C2CC2)CCCN(C(=O)c2ccccc2OC(F)(F)F)C1 (stereo not given)
→ 8% | 0.7% | / | / | 2% | -2% | 4% | 0.1 | i
C=CCn1c(CCNC(=O)C(C)(C)C)nc2ccccc21
→ -3% | -0.1% | 8% | 1% | 2% | 1% | -2% | 0.7 | i
Cc1cc(C)c2oc(-c3cccc(NC(=O)COc4ccccc4Cl)c3C)nc2c1
→ 11% | -1.4% | 3% | -4% | -5% | / | 9% | / | i
CCCNC(=O)CN1C(=O)NC(CCc2ccccc2)C1=O (stereo not given)
→ -24% | 0.2% | -22% | -8% | -14% | 7% | -4% | 2.0 | i

# New compounds follow.
# Sequence of screens: ATXN2 expr inh | Nrf2 ARE act | Nrf2 inh | A549 tox | HepG2 viability | EPAC2 agonist | TGFb SMAD3 inh | IL-2 act | ATXN viability
CCc1cc(=O)oc2cc(C)c(CN3CCCC3)c(O)c12
→ -3% | -0.9% | 5% | 16% | -34% | -5% | 7% | -2.3 | i
Cc1nc(NC(=O)c2ccc(OCC(C)C)cc2)sc1Cc1ccc2c(c1)OCO2
→ / | 5.0% | -22% | -16% | -21% | 7% | ? | -2.6 | i
Cc1ccc(NCc2ccc(O)c3ncccc23)cc1
→ 9% | -0.7% | ? | -16% | -11% | -4% | -2% | 0.0 | i
CCN1CCN(C(=O)C2=CC(c3ccc(OC)cc3)=NS(=O)(=O)N2C)CC1
→ 4% | -0.6% | 9% | ? | -47% | -1% | ? | 0.5 | i
Cc1ccc(Cl)cc1N1CCN(S(=O)(=O)c2cc3c(cc2C)NC(=O)CO3)CC1
→ -3% | -1.0% | -11% | 8% | -46% | 10% | ? | -1.0 | i
CN(C)CCN1CC(C(=O)O)CC1=O (stereo not given)
→ -5% | -0.4% | -4% | 2% | 2% | 3% | -3% | -0.3 | i
Cn1cncc1C#Cc1c(-c2ccsc2)sc2ccccc12
→ ? | 3.6% | ? | 3% | -34% | 17% | ? | 0.3 | i
COc1ccc(OC)c(NC(=O)C(C)Oc2ccc(Br)cc2)c1 (stereo not given)
→ -27% | 0.2% | -6% | 4% | 0% | 5% | -24% | -0.7 | /
CCn1c(C)nc2cc(C(=O)NNC(=O)c3ccc(C)cc3)ccc21
→ 19% | 2.3% | ? | -10% | -2% | 3% | 3% | 1.2 | i
C/C(=N\NC(=O)c1cc(O)cc(O)c1)c1ccc(NC(=O)Cc2ccccc2)cc1
→ 3% | 2.6% | ? | -4% | 0% | 12% | -2% | 0.4 | i
CN(C)/C=C/C(=O)c1ccc(S(=O)c2ccccc2)cc1 (stereo not given)
→ 1% | 3.3%[9.22 µM] | -15% | -3% | -2% | -2% | 15% | -1.8 | i
